Screening data as filed in PubChem.
SUMO HTRF inh = inhibitors of in vitro SUMOylation cascade, primary screen, biochemical, HTRF, uHTS; SUMO-conjugating enzyme UBC9 (Homo sapiens), P63279; inhibition, % at 35 µM; AID 2006, 2009; HTRF SUMOylation assay, SAE1/SAE2 + UBC9; 0.36% of 290,000 active; in the data active means inhibition above about 50%, passing the limit was not always enough; further: strong numbers were not always called active
Target sequence (P63279 whole entry, looked up): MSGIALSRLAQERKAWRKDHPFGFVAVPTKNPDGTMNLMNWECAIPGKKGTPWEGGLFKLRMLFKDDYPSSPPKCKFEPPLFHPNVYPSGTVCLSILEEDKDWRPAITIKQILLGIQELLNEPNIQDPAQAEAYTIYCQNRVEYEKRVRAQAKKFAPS
M18AAP inhibitor = PfM18AAP inhibitors, malaria aminopeptidase, primary screen, biochemical, QFRET, recombinant enzyme. M18 aspartyl aminopeptidase (Plasmodium falciparum 3D7). H-Glu-NHMec fluorogenic cleavage. inhibition, % at 7.35 µM. 1.2% of 290,000 active;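 active means inhibition above the campaign mean inhibition over all tested compounds plus 3 SD, cut at about 28% in these data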;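 further: 0% = plate median of test compound wells and 100% = 2 mM ZnCl2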
MEKK2 mut-MEK5 = MEK5 binding signal on mutant MEKK2 PB1, primary screen, biochemical, multiplex bead flow cytometry, Alexa488-MEK5. Alexa488-MEK5 binding to MEKK2 mutant. percent response, % at 10 µM. 0.35% of 290,000 active. AID 1530, 2009; in the data active means percent response above about 24%, passing the limit was not always enough; further: inactives centre near 1; some results filed as inactive read as strong as hits; reference of the scale not given here
NS3 helicase inh = inhibitors of HCV NS3 helicase, primary screen, biochemical, Cy5 molecular beacon fluorescence; Hepatitis C virus NS3 helicase; NS3 helicase DNA unwinding; inhibition, % at 10.9 µM; 0.56% of 290,000 active;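 active means inhibition above the mean of all tested compounds plus 3 SD, set per campaign, cut at about 35% in these data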;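 further: 0% = DMSO wells and 100% = thioflavine S control wells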
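Test system: hepatitis C virus NS3 helicase domain fragment enzyme. Also added: annealed dual-labelled DNA beacon duplex, ATP-started. Timing: 60 min unwinding reaction at 25 °C after ATP addition. Technique: Cy5 fluorescence. Measure: % inhibition of unwinding.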
NALP1 yeast inh = NALP1 inflammasome inhibitors in reconstituted yeast, colorimetric, S. cerevisiae, triplicate retest; S. cerevisiae NALP1/ASC/caspase-1 growth, X-gal OD620, 72 h; AID 2071, 2009; inhibition, % at 10 µM; 0.61% of 280,000 active; in the data active means inhibition mostly above about 24%, no sharp cut-off; inactive means mostly below about 32%; further: some compounds called inactive have numbers as strong as hits
DNA FID counter = compounds displacing fluorescent DNA intercalator, primary screen, artefact control for HCV NS3 helicase inhibitor project, biochemical, FID fluorescence; DNA fluorescent intercalator displacement; inhibition, % at 7.9 µM; AID 1845, 2009; 0.17% of 290,000 active; in the data active means inhibition above about 37%;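 further: 0% = vehicle and 100% = reference compound; higher means more ethidium bromide displaced from hairpin DNA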
IMP-1 inh = IMP-1 metallo-beta-lactamase inhibitors, primary screen, biochemical, epi-absorbance readout, Pseudomonas aeruginosa enzyme | purified IMP-1, nitrocefin hydrolysis, epi-absorbance fluorescence | inhibition, % at 5.6 µM | 0.45% of 290,000 active | AID 1556, 2009;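 active means inhibition above the mean plus 3 SD of all compounds in the same screening run, cut at about 4.5% in these data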;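 further: 0% = IMP-1 with DMSO and 100% = DMSO wells lacking enzyme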
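System: purified recombinant IMP-1 beta-lactamase. Medium: Zinc- and detergent-supplemented HEPES buffer, pH 7.1. Compound: one 5.6 µM dose […]. Schedule: 15 min preincubation plus 25 min reaction at 25 °C. Technique: Epi-absorbance fluorescence, 480 nm excitation, 530 nm emission.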
MEKK2wt PB1 HTS = modulators of MEK5 binding to wildtype MEKK2, primary screen, biochemical, multiplex bead flow cytometry, Alexa488-MEK5. binding response (% of control), % at 10 µM. AID 1531, 2009. Mitogen-activated protein kinase kinase kinase 2 (Homo sapiens), Q9Y2U5. 1.1% of 290,000 active. Alexa488-MEK5 binding to MEKK2 WT; actives lie on both sides; in the data active means binding response below about 67% or above about 130%
VIM-2 inh = VIM-2 metallo-beta-lactamase inhibitors, primary screen, biochemical, epi-absorbance readout, Pseudomonas aeruginosa enzyme; purified VIM-2, nitrocefin hydrolysis, epi-absorbance fluorescence; inhibition, % at 5.6 µM; 0.89% of 290,000 active;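 active means inhibition above the mean of all tested compounds plus 3 SD, cutoff set per screening run, cut at about 7.5% in these data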;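 further: red hydrolysis product quenches plate fluorescence so inhibitors raise well fluorescence; 0% = enzyme with DMSO and 100% = DMSO without enzyme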
The depositor's hits bear a star; . = not tested or not shown.

1: Cc1cccc(N2CCN(S(=O)(=O)c3ccc4c(c3)CCN4C(=O)CCC(=O)O)CC2C)c1 (stereo not drawn)
2: O=C(CSc1ccc2nnc(-c3ccccn3)n2n1)Nc1ccccc1F
3: COc1cc(C(=O)NCCC(=O)NC(C)C)cc(OC)c1OC
4: Cc1cccc(C(=O)Nc2c(C(=O)N(C)C)cnn2-c2ccccc2)c1
5: Cc1ccc(/C=[N+](\[O-])c2ccccc2C)o1
6: CCOc1ccccc1NC(=O)c1cccc(N2C(=O)CCC2=O)c1
7: CCOC(=O)c1ccc(NC(=O)c2nc(SC)ncc2Cl)cc1
8: CCCC(NC(=O)C(C)NC(=O)CO/N=C1\C=C2CCC3C4CCC(C(C)=O)[C@@]4(C)CCC3[C@@]2(C)CC1)C(=O)O (stereo partly drawn)

assay / entry,1,2,3,4,5,6,7,8
SUMO HTRF inh,2,13,16,9,16,-5,9,15
M18AAP inhibitor,-4,3,-5,-15,11,-1,-6,3
MEKK2 mut-MEK5,5,-4,-1,7,4,-2,1,12
NS3 helicase inh,2,10,-1,-5,0,4,0,11
NALP1 yeast inh,-2,-3,21,-8,10,7,31,4
DNA FID counter,-23,-8,-5,-9,0,-8,-16,-36
IMP-1 inh,-1.7,0.2,-2.1,-0.7,-1.4,-1.2,-2.6,-2.8
MEKK2wt PB1 HTS,116,100,92,94,102,97,102,109
VIM-2 inh,-0.7,0.4,-0.8,-3.0,0.2,-1.6,2.1,-1.3

9: O=S(=O)(NC1CCCCC1N1CCC(O)CC1)c1ccc(Cl)cc1 (stereo not drawn)
10: Cc1ccc(C=Nc2ccccc2C(N)=O)s1
11: O=C1CC(N2CCOCC2)C(=O)N1c1ccc(Cl)cc1 (stereo not drawn)
12: Cc1cccc(N(C(=O)c2ccc(Cl)cc2)C2CS(=O)(=O)CC2OC(=O)c2ccc(Cl)cc2)c1 (stereo not drawn)
13: CCN(CC)CCCN1C(=O)c2oc3ccccc3c(=O)c2C1c1cccc(OC)c1OC (stereo not drawn)
14: COc1ccc([N+](=O)[O-])cc1NC(=O)C(C)OC(=O)C1CCCC1 (stereo not drawn)
15: COCCNC(=O)c1c[nH]c2ccc(S(=O)(=O)Nc3ccccc3F)cc2c1=O
16: COc1ccccc1C(=O)Nc1ccc(S(=O)(=O)Nc2cc(C)nc(C)n2)cc1

assay / entry,9,10,11,12,13,14,15,16
SUMO HTRF inh,-1,11,-4,12,11,-2,3,13
M18AAP inhibitor,0,-9,1,2,3,-1,3,6
MEKK2 mut-MEK5,2,11,-3,5,4,2,-3,7
NS3 helicase inh,-9,11,0,-14,2,10,15,-3
NALP1 yeast inh,16,34,.,1,-2,20,25,-3
DNA FID counter,-1,-6,-2,-18,-4,-8,-2,-5
IMP-1 inh,-2.4,-2.1,-1.6,-3.8,-2.7,-1.4,2.0,-4.0
MEKK2wt PB1 HTS,106,101,97,106,99,105,100,108
VIM-2 inh,-3.2,-1.3,-1.9,-5.5,1.2,-0.3,-0.7,-4.7

17: Cc1cccc2cc3c(N)c(C(=O)N4CCOCC4)sc3nc12
18: Cc1ccc2cccnc2c1NC(=S)NC(=O)c1ccccc1
19: CCN(CC(=O)Nc1c(F)cccc1F)C(=O)CSc1nnc(-c2ccco2)n1CC
20: Cc1ccc(C)c(S(=O)(=O)N2CCCN(C)CC2)c1
21: O=C(CN1CCCCCC1)NC(c1ccccc1)c1ccccc1
22: COc1cc(/C=N/Nc2ccc(C(F)(F)F)cn2)ccc1O
23: Cc1cccc(N(C)S(=O)(=O)c2ccc3c(c2)C(C)(C)C(=O)N3C)c1
24: Cc1ccc(C)c(NC(=S)N/N=C/C(C)c2ccccc2)c1 (stereo not drawn)

assay / entry,17,18,19,20,21,22,23,24
SUMO HTRF inh,24,-6,-1,-2,18,-4,9,4
M18AAP inhibitor,-59,13,-12,-11,-6,-6,2,9
MEKK2 mut-MEK5,2,2,1,-2,4,0,0,2
NS3 helicase inh,-1,-15,11,-10,-13,-15,1,-7
NALP1 yeast inh,11,12,12,25,19,8,5,-10
DNA FID counter,-9,0,-15,5,11,8,-30,-26
IMP-1 inh,-2.4,0.2,-0.1,0.3,-0.4,-3.8,-3.4,-3.1
MEKK2wt PB1 HTS,100,103,97,101,113,107,99,99
VIM-2 inh,4.3,-2.0,-1.4,1.2,-0.6,-2.2,-2.1,-5.7

Another view of part of the listing above:
17	Cc1cccc2cc3c(N)c(C(=O)N4CCOCC4)sc3nc12
  SUMO HTRF inh: 24
  M18AAP inhibitor: -59
  MEKK2 mut-MEK5: 2
  NS3 helicase inh: -1
  NALP1 yeast inh: 11
  DNA FID counter: -9
  IMP-1 inh: -2.4
  MEKK2wt PB1 HTS: 100
  VIM-2 inh: 4.3

23	Cc1cccc(N(C)S(=O)(=O)c2ccc3c(c2)C(C)(C)C(=O)N3C)c1
  SUMO HTRF inh: 9
  M18AAP inhibitor: 2
  MEKK2 mut-MEK5: 0
  NS3 helicase inh: 1
  NALP1 yeast inh: 5
  DNA FID counter: -30
  IMP-1 inh: -3.4
  MEKK2wt PB1 HTS: 99
  VIM-2 inh: -2.1

Some values from the list.
Value for compound 20 in SUMO HTRF inh: -2
Value for compound 22 in DNA FID counter: 8

Following part
25: CC1=C(C)CC(C(=O)NNC(=O)c2ccccc2)C(C(=O)O)C1 (stereo not drawn)
26: COc1cc(OC)nc(NC(C)=O)n1
27: Cc1cc(O)ccc1N/C=C1\CCCC1=O
28: C#Cc1ccc(CN2CCC(N3CCC(C(=O)NCc4ccccn4)CC3)CC2)cc1
29: Cc1ccc(SCc2nc3ccccc3n2CC(=O)Nc2ccccc2)cc1
30: COCCC(=O)N1CCC(Oc2ccc(C(=O)NC(C)CCn3cccn3)cc2)CC1 (stereo not drawn)
31: O=C(c1ccc(-c2ccc([N+](=O)[O-])cc2)o1)N1CCCCC1
32: CCOC(=O)C1CCCN(C(=O)/C=C/c2cc(OC)c(OC)c(OC)c2)C1 (stereo not drawn)

assay / entry,25,26,27,28,29,30,31,32
SUMO HTRF inh,-21,6,9,-1,5,12,24,17
M18AAP inhibitor,3,1,5,8,-5,-8,19,-4
MEKK2 mut-MEK5,4,5,-3,4,4,3,-2,-16
NS3 helicase inh,-2,7,19,-19,1,4,16,5
NALP1 yeast inh,4,23,33,10,7,-3,5,-18
DNA FID counter,-1,5,-10,9,-9,-19,-25,-6
IMP-1 inh,-3.2,0.3,-2.5,0.1,0.6,-1.9,-2.3,-1.6
MEKK2wt PB1 HTS,97,106,93,117,100,100,92,87
VIM-2 inh,-1.4,1.0,-5.1,1.0,-1.8,-1.3,-3.5,-1.4

33: COc1cc(OC)c(C(=O)OC(C)C(=O)Nc2cccc(C(F)(F)F)c2)cc1OC (stereo not drawn)
34: C/C(=N\NS(=O)(=O)c1ccc(Br)cc1)c1ccc2c(c1)OCO2
35: O=C(CSc1ncnc2c1nnn2Cc1ccccc1)NC1CCCCC1
36: COc1cc(/C=N/NC(=O)c2cccnc2)ccc1OCC(=O)Nc1ccccc1Cl
37: C=CCn1c(SCC(=O)c2[nH]c(C)c(C(=O)OCC)c2C)nc2scc(-c3ccc(OC)c(OC)c3)c2c1=O
38: COc1ccc(N=Nc2cc(-c3ccccc3)ccc2O)cc1
39: Cc1ccc(S(=O)(=O)N2CCN(Cc3ccsc3)CC2)cc1
40: CCOC12NC(=O)CC(=O)N1C(c1ccccc1)=CS2 (stereo not drawn)

assay / entry,33,34,35,36,37,38,39,40
SUMO HTRF inh,-12,-17,8,19,36,-13,9,-6
M18AAP inhibitor,-8,-2,0,6,-2,8,5,-1
MEKK2 mut-MEK5,-1,-14,3,-4,-1,8,-13,2
NS3 helicase inh,0,-8,1,-5,14,16,-1,7
NALP1 yeast inh,25,5,6,8,24,-4,8,-21
DNA FID counter,-24,-16,-20,-4,-13,1,-6,0
IMP-1 inh,-2.6,-1.9,-1.7,-3.1,-2.1,-1.6,-2.6,-3.1
MEKK2wt PB1 HTS,101,80,100,101,89,102,88,100
VIM-2 inh,0.5,1.0,-1.6,-1.8,-2.3,-3.1,-3.2,-4.0

41: COC(=O)/C(=C/Nc1cccc2ccccc12)[N+](=O)[O-]
42: O=C(NCc1ccc2c(c1)OCO2)Nc1ccc(Cl)cc1
43: O=C(Nc1ccccn1)C1(c2ccccc2)CCCC1
44: CCOc1ccc(CC(=O)NCc2ccc3c(c2)cc(C)n3C)cc1
45: C=C(C)COc1ccc(-c2nc(N)ncc2Oc2ccccc2OC)c(O)c1
46: CCCCn1c(SCC(=O)NC2CC2)nnc1-c1ccncc1
47: N#Cc1c(N)sc2c1CCCCCC2
48: Cc1ccccc1CN1C(=O)C2(OCCCO2)c2ccccc21

assay / entry,41,42,43,44,45,46,47,48
SUMO HTRF inh,16,4,-1,-46,3,-2,7,-2
M18AAP inhibitor,-1,-5,-3,-13,5,2,43*,-1
MEKK2 mut-MEK5,-11,10,12,5,10,-1,0,0
NS3 helicase inh,5,-3,3,-45,-9,1,11,-5
NALP1 yeast inh,-4,18,-3,3,-1,9,-11,-10
DNA FID counter,0,-6,-2,-21,5,-5,-1,-18
IMP-1 inh,-5.4,-2.2,-0.5,-0.6,-2.8,-1.9,-3.4,-3.2
MEKK2wt PB1 HTS,88,111,113,70,111,101,97,98
VIM-2 inh,2.9,0.2,-3.0,2.3,-2.3,0.4,-1.8,1.6

Compounds shown so far that have a CF3 group, in the order listed:
22: COc1cc(/C=N/Nc2ccc(C(F)(F)F)cn2)ccc1O
33: COc1cc(OC)c(C(=O)OC(C)C(=O)Nc2cccc(C(F)(F)F)c2)cc1OC (stereo not drawn)

assay / entry,22,33
SUMO HTRF inh,-4,-12
M18AAP inhibitor,-6,-8
MEKK2 mut-MEK5,0,-1
NS3 helicase inh,-15,0
NALP1 yeast inh,8,25
DNA FID counter,8,-24
IMP-1 inh,-3.8,-2.6
MEKK2wt PB1 HTS,107,101
VIM-2 inh,-2.2,0.5
